uPA surface inh = blocks generation of uPA at the cell surface; cell surface uPA generation assay, qHTS; Potency, µM (highest dose often 38.3 µM), for inactives: top-dose activity change, negative = inhibition, actives largely listed as inhibitors; 330,000 compounds, 0.31% hits; active = well fitted inhibition curve with a large enough effect; inconclusive = small, poorly fitted or top-dose-only effect; inactive = no such curve, though single readings can be large or run the other way; tested in mouse RAW 264.7 cells; note: potency is the fitted concentration of half-maximal effect; % is set by controls: 0 for no effect and ±100 for the full control effect; nearly all actives have a fitted effect of over 55% in size
Tb PFK inh = T. brucei PFK enzyme inhibition; Potency, µM (series often up to 57.5 µM), inactives show at the highest dose activity, negative = inhibition, usual class: inhibitors; T. brucei PFK, ADP-Glo luminescence; O15648; 330,000 compounds, 0.17% hits;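 note: potency is the fitted concentration of half-maximal effect; 0% = uninhibited 1x PFK enzyme wells and -100% = no-enzyme wells; nearly all actives have a fitted effect of over 60% in size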
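Activity is normalized to no-enzyme wells (full inhibition) and 1.25 nM enzyme wells (no inhibition). Reaction: 0.5 mM F6P, 0.1 mM ATP, 45 min RT, ADP-Glo luminescence; concentration-response curves fitted and classed by quality.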
RORgamma inh = inhibitors of mouse ROR gamma transcriptional activity | P51450 | Drosophila S2 Gal4-RORgamma UAS-luciferase reporter, 20 h | Potency, µM (series often up to 53.6 µM), without a hit: at the top dose activity change, negative = inhibition, most hits filed as inhibitors | 310,000 compounds, 5.4% hits; note: potency is the fitted concentration of half-maximal effect; % is set by controls: 0 for no effect and ±100 for the full control effect; nearly all actives have a fitted effect of over 60% in size
Target sequence (P51450 whole entry, looked up, the tested form may be a part): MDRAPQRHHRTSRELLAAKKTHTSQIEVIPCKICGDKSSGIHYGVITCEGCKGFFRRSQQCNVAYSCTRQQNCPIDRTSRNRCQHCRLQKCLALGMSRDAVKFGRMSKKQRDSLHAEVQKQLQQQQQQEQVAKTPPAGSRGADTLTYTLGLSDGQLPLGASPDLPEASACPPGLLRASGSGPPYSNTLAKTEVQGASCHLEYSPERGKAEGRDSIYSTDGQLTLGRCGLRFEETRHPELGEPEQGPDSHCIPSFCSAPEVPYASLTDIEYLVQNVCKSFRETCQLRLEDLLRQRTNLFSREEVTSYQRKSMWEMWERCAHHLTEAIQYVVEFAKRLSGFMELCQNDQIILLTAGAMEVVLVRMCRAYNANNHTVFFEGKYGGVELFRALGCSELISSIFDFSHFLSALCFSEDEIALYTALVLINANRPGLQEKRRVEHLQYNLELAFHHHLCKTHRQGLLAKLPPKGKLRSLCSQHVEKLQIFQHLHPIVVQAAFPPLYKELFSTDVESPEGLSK
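Using a luciferase readout, inhibitors were identified by reduced reporter activity in Drosophila cells coexpressing a copper-inducible Gal4–ROR gamma fusion and UAS-driven Photinus luciferase, incubated 20 hr after 700 uM copper sulfate.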
NPC1 promoter act = NPC1 promoter activation. Huh7 NPC1 promoter luciferase reporter, 24 h. Potency, µM (series often up to 9.22 µM), for inactives: at the highest dose activation, hits mostly activators. 320,000 compounds, 2.4% hits. AID 485313;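 note: potency is the fitted concentration of half-maximal effect; % of control where 0% means no effect; nearly all actives have a fitted effect of over 60% in size; reporter is driven by a mutant NPC1 promoter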
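Huh7 cells stably carrying NPC1 promoter–luciferase, plated in Opti-MEM with 10% FBS for 2 h, were exposed to compound in DMSO for 24 h at 37 °C; luciferase reagent was added for 10 min and luminescence read.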
FLuc modulator = firefly luciferase modulation, counter-screen for miR-21 project. purified FLuc, Km substrates, luminescence inhibition. Potency, µM (doses to about 57.5 µM), without a hit: top-dose activity change, negative = inhibition, actives largely listed as inhibitors. 360,000 compounds, 6.9% hits. AID 588342;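 note: potency is the fitted concentration of half-maximal effect; plate controls were vehicle for no effect and reference inhibitor for full effect; nearly all actives have a fitted effect of over 55% in size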
Target sequence (P08659 whole entry, looked up): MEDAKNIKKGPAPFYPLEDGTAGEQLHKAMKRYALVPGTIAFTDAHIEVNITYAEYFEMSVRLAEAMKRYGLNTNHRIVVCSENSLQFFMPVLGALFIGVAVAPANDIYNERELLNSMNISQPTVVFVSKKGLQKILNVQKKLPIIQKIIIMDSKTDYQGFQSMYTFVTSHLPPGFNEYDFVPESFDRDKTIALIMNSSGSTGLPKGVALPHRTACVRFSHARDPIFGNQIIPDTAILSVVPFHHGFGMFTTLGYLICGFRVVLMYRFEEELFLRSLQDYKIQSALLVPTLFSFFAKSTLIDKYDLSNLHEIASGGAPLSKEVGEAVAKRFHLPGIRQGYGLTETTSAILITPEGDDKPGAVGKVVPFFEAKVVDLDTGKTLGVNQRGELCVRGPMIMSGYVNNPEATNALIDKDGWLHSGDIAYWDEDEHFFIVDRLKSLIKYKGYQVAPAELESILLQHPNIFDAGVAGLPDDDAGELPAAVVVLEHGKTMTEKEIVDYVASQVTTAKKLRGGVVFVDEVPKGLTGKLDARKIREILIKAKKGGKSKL
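Purified P. pyralis luciferase, 10 nM final, with Km-level 10 uM D-luciferin and 10 uM ATP in 50 mM Tris acetate pH 7.5, 10 mM Mg acetate, 0.01% Tween-20, 0.05% BSA; 6-point qHTS titration about 60 µM downward; luminescence read.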
ELG1 genotoxic = inducers of genotoxicity in HEK293T ELG1-luciferase cells; 330,000 compounds, 1.3% hits; Potency, µM (series often up to 46 µM), inactives show at the top dose activity change, positive = activation, actives largely listed as activators; HEK293T ELG1-luciferase reporter, luminescence, 16 h; note: potency is the fitted concentration of half-maximal effect; % of control where 0% means no effect; nearly all actives have a fitted effect of over 60% in size
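Luminescence read-out: rising ELG1-luciferase signal, reflecting elevated ELG1 protein under genetic stress, flags genotoxic compounds. Cells were treated for 16 hr at 37 °C before ONE-Glo detection.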
FBPA coupling cs = inhibits coupling enzyme system, counter-screen for aldolase hits. coupling enzyme system counterscreen, AmpLite Red fluorescence. activity change, negative = inhibition, % at 58.2 µM, hits read low. 290,000 compounds, 0.67% hits. AID 2472; in the data active = activity change below about -30%; note: % is set by controls: 0 for no effect and ±100 for the full control effect
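Counterscreen of the coupled detection system alone, without aldolase: glyceraldehyde-3-phosphate coupling enzymes plus AmpLite Red readout. Compounds at 57.5 uM final, 10 min RT preincubation, 20 min RT reaction, fluorescence 525/598 nm.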
KCNH2 3.1 block = blocks the human KCNH2 3.1 channel isoform; U2OS KCNH2 3.1, thallium flux FluxOr; active compounds read low; activity change, % (tested at about 1.8 µM); 340,000 compounds, 0.95% hits;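 active = maximum activity change below -70%; inconclusive = maximum activity change from -70% to -50%; inactive = maximum activity change above -50%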;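 note: thallium influx rate constant from kinetic fluorescence after stimulation buffer; % is set by controls: 0 for no effect and ±100 for the full control effect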
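Normalized rate constant (relative to positive and negative DMSO controls) derived from a 2 min kinetic fluorescence read after stimulation; U2OS cells expressing the 3.1 isoform via virus at 1.77 x 10^8 /mL.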
VP16 counter = inhibits Gal4-VP16 luciferase reporter, ROR gamma counter-screen; Drosophila S2 Gal4-VP16 UAS-luciferase, luminescence, 20 h; Potency, µM (highest dose often 53.6 µM), for inactives: at the top dose activity, negative = inhibition, hits mostly inhibitors; 310,000 compounds, 3.5% hits; AID 2546;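 note: Gal4-VP16 expression switched on by copper sulfate through the metallothionein promoter; potency is the fitted concentration of half-maximal effect; % is set by controls: 0 for no effect and ±100 for the full control effect; nearly all actives have a fitted effect of over 50% in size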
Giardia killer = kills Giardia lamblia; Giardia lamblia trophozoite viability; 340,000 compounds, 0.15% hits; AID 540267; activity change, % at 7.66 µM, hits read low; in the data active = activity change below about -80%; inconclusive = between about -30% and that limit;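 note: parasites exposed to compound for two days anaerobically before the ATP read; % is set by controls: 0 for no effect and ±100 for the full control effect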
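Compounds were tested on trophozoites seeded at 100 cells/well and held 48 hrs at 37 deg C anaerobically. An ATP-based luminescent kit measured the remaining live cells.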
Rab9 promoter act = Rab9 promoter activation; Huh7 Rab9 promoter-luciferase reporter, luminescence, 24 h; Potency, µM (titrated, usually from 9.22 µM), inactives show top-dose activation, negative = inhibition, actives largely listed as activators; 320,000 compounds, 2.8% hits; note: potency is the fitted concentration of half-maximal effect; % of control where 0% means no effect; nearly all actives have a fitted effect of over 60% in size
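Cells were plated at 1500 per well in reduced-serum medium with 10% FBS and left 2 h. Compound in DMSO was then added for 24 h at 37 °C. Reporter signal was read by luminescence after 10 min with luciferase detection reagent.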
Numbers without * were called inactive; u = inconclusive; x = not tested or not shown; [ ] = dose if it differs, or a comment. Unless noted, calls come from the whole dose curve; as a rule, active = well fitted curve in the direction sought with a large enough effect; inconclusive = small, poorly fitted or top-dose-only effect, or another doubt; inactive = no such curve, though single readings can be large; an effect the other way counts as inactive or inconclusive.

SMILES	uPA surface inh	Tb PFK inh	RORgamma inh	NPC1 promoter act	FLuc modulator	ELG1 genotoxic	FBPA coupling cs	KCNH2 3.1 block	VP16 counter	Giardia killer	Rab9 promoter act
COc1ccc2[nH]c3c(c2c1)CCN1C(=O)N([C@@H](C)C(=O)NC2CCCCC2C)C(=O)[C@]31C (some centres undefined)	9%	-1%	4%	-1%	3%	-1%	0	-2	-4%	26	-1%
CCN1C(=O)[C@@H]2[C@@H](c3ccc(-c4ccc(Cl)c(Cl)c4)c(OC)c3)N3CCC[C@@]3(C(=O)OC)[C@@H]2C1=O	u	-11%	x	-9%	-1%	-9%	x	-16	x	4	-5%
NC(=O)Cn1c(O)c(N=NC(=O)CNC(=O)/C=C/c2ccccc2)c2ccccc21	10%	1%	-1%	-8%	5%	1%	1	7	3%	-7	6%
O=C(OCC(=O)c1ccc[nH]1)c1ccc([N+](=O)[O-])cc1	14%	-3%	x	-1%	-12%	-3%	x	-24	x	-5	-1%
O=C(O)CCCC(=O)Nc1ccccc1C(=O)N1CCCC1	1%	-1%	-16%	2%	1%	-1%	-2	0	3%	-7	0%
CCOC(=O)N1CCN(C(=O)C2CCN(c3ncnc4c3sc3cccc(F)c34)CC2)CC1	-17%	2%	20%	-3%	u	-11%	x	2	-2%	-18	-25%
Fc1ccc(-c2oncc2-c2nnnn2-c2ccccc2)cc1F	4%	3%	-2%	-1%	3%	-1%	9	0	-10%	11	-7%
CN(CC(=O)Nc1ccccc1Cl)C(=O)c1ccccc1SCC(=O)N1CCCC1	2%	0%	x	-3%	0%	-1%	x	10	x	-5	1%
COc1cc(S(=O)(=O)N(Cc2cccnc2)Cc2cccc(OC)c2OC)ccc1-n1cnnn1	-3%	0%	-19%	-4%	-2%	-1%	-1	-1	4%	-6	1%
Nc1ccc(-c2nnc(-c3ccc(-c4ccccc4)cc3)o2)cc1	1%	0%	-19%	4.5µM*	2.7µM*	u	6	-36	-23%	16	2.5µM*
COc1ccc(S(=O)(=O)N(C)CC(=O)Nc2ccc3c(c2)OCCO3)cc1	9%	-2%	x	-4%	2%	-1%	x	2	x	3	-4%
O=C(COC(=O)c1cccnc1Nc1ccccc1F)NC1CC1	4%	3%	4%	-6%	11%	7%	4	7	-5%	-15	-3%
COc1ccc(/C=N\NC(=O)CCc2c(C)n[nH]c2C)c(OC)c1OC	0%	1%	-4%	-3%	4%	5%	2	8	-10%	-10	-1%
CC(=O)/C=C1\SC(CC(=O)O)C(=O)N1c1ccccc1 (centres undefined)	4%	3%	-5%	1%	1%	1%	3	12	12%	-16	16%
CCCNC(=O)Cn1cnc2sc(C(=O)Nc3cc(OC)c(OC)c(OC)c3)c(C)c2c1=O	x	-4%	-9%	-2%	0%	6%	-2	5	-11%	7	0%
CCC(C)NC(=O)CCn1c(-c2ccccc2)cc(C(C)=O)c1C (centres undefined)	-5%	1%	-5%	-1%	-1%	8%	2	2	-6%	3	-10%
O=C(Nc1ccc(CN2CCOCC2)cc1)c1ccc(-c2cccc(Cl)c2)o1	2%	1%	19%	-4%	17µM*	-16%	x	-49	-14%	13	x
COc1cc2c(C(=O)O)c(C)n(CC(C)C)c2c2ccccc12	-1%	5%	27%	-1%	3%	-3%	9	-2	0%	-8	-1%
COCCNC(=O)CSc1nccn1Cc1ccc2c(c1)OCO2	0%	2%	-3%	0%	1%	-5%	-1	-7	4%	10	-4%
O=C(CCCN1C(=O)/C(=C/c2ccccc2)SC1=S)Nc1ccc(O)cc1	u	-5%	4µM*	-7%	u	-18%	4	-18	2µM*	-13	-3%

Results in ELG1 genotoxic, for two of the compounds above:
SMILES | ELG1 genotoxic
CC(=O)/C=C1\SC(CC(=O)O)C(=O)N1c1ccccc1 (centres undefined) | 1%
CCCNC(=O)Cn1cnc2sc(C(=O)Nc3cc(OC)c(OC)c(OC)c3)c(C)c2c1=O | 6%

The listing continues:
SMILES	uPA surface inh	Tb PFK inh	RORgamma inh	NPC1 promoter act	FLuc modulator	ELG1 genotoxic	FBPA coupling cs	KCNH2 3.1 block	VP16 counter	Giardia killer	Rab9 promoter act
NC(=O)c1ccc(NS(=O)(=O)c2ccc(Br)s2)cc1	10%	0%	x	-2%	5%	0%	x	-10	x	9	3%
COc1ccc(/C=C(\C#N)C(=O)ONC2=NCCCCC2)cc1	-8%	3%	23%	-4%	u	-2%	-19	-9	-3%	-18	-2%
COc1cccc(NC(=O)CN(c2cccc(F)c2)S(C)(=O)=O)c1	4%	15%	4%	-1%	4%	1%	0	-3	5%	-1	1%
Cc1c(O)ccc(C(=O)CN2C(=O)c3ccccc3C2=O)c1O	20%	-6%	22%	0%	-17%	-2%	0	-3	8%	-4	0%
NC(=O)COC(=O)c1cc([N+](=O)[O-])ccc1NCCO	-4%	1%	5%	-1%	5%	3%	0	14	-8%	2	0%
NNC(=O)CNC(=O)c1cccc(Br)c1	-1%	-5%	3%	-5%	0%	1%	0	3	-12%	3	12%
Cc1cc(C)nc(SCc2nnc(SCC(=O)Nc3ccc(Cl)c(C(F)(F)F)c3)o2)n1	5%	-1%	21%	0%	-2%	0%	-9	5	-1%	-4	-2%
CC1=C(C(=O)OCc2ccccc2)C(c2ccccc2OC(F)F)NC(=O)N1 (centres undefined)	-7%	-1%	8%	-5%	2%	-8%	-6	0	-4%	-7	-13%
O=C(COC(=O)c1cc2ccccc2cc1O)NC(=O)NCc1ccco1	-7%	1%	30%	-4%	-2%	-1%	0	3	3%	14	1%
Cc1ccccc1CN1CCC(C(=O)Nc2ccc(Oc3cccnc3)cc2)CC1	-23%	-3%	6%	-4%	-1%	-6%[9.26 µM]	0	-9	-1%	15	-3%
O=C(NCc1ccccc1Cl)c1ccc2c(c1)OCO2	5%	-3%	39%	16%	u	9%	x	-5	1%	-7	25%
COc1cccc(NC(=O)CCc2nc(-c3ccccc3F)no2)c1	x	0%	32%	-2%	u	16%	-1	u	-12%	-9	-3%
CCCc1ccc(S(=O)(=O)Nc2ccc(C)c(NS(C)(=O)=O)c2)cc1	-3%	3%	-2%	-10%	4%	0%	3	-2	-1%	23	-1%
COc1ccc(C(=O)NC(=S)Nc2ccc3c(c2)Cc2ccccc2-3)cc1	5%	1%	-21%	-4%	10%	u	6	1	-19%	3	-24%
Cc1cc(NS(=O)(=O)c2ccc(NC(=O)COc3ccc(C#N)cc3)cc2)nc(C)n1	1%	u	x	x	x	2%	x	-3	x	0	x
COc1ccc(OC)c(NCc2nnc(-c3ccccc3)o2)c1	4%	1%	23%	-2%	-2%	1%	2	0	8%	9	-1%
O=C(NC1CCCCC1)C(c1ccncc1)N(C(=O)c1csnn1)c1ccccc1 (centres undefined)	3%	-2%	-44%	-1%	-4%	1%	4	2	21%	5	0%
O=C(NNC(=O)c1cc2cc(OC(F)(F)F)ccc2[nH]1)c1cccc(C(F)(F)F)c1	0%	1%	-14%	-2%	-1%	-4%	8	-23	-3%	-17	1%
CCCn1c(NCc2cccc(OC)c2O)nc2ccccc21	5%	-4%	u	17%	u	1%	2	-9	3%	6	13%
O=C(NC(Cc1c[nH]c2ccccc12)C(=O)O)/C(=C/c1ccc2c(c1)OCO2)NC(=O)c1ccccc1 (centres undefined)	3%	-6%	0%	1%	u	0%	11	-9	-4%	-15	-5%
O=C(Oc1cccc2ccccc12)C1CC1	u	0%	-3%	9%	-9%	0%	1	-3	-9%	3	1%
CCN(CC)C(=O)C(Cc1ccccc1)N1C(=O)c2ccccc2C1=O (centres undefined)	0%	2%	1%	2%	7%	2%	2	-12	7%	u	-1%
CCC(CC)=NNc1ccc(S(N)(=O)=O)cc1[N+](=O)[O-]	-3%	1%	2%	1%	-1%	2%	-3	-4	-7%	-20	-2%
CC1CCCCC1NS(=O)(=O)c1ccc(S(=O)(=O)N2CCN(CCC#N)CC2)cc1 (centres undefined)	-22%	-6%	u	0%	5%	-1%	0	-13	29%	-2	-7%
CCCCCN(C(=O)CCC(=O)OCCOc1ccccc1)c1c(N)n(CCCC)c(=O)[nH]c1=O	-3%	-2%	x	0%	3%	4%	x	2	x	6	-3%
Cc1ccc(NNC(=O)c2ccno2)c(C)c1	3%	0%	-16%	1%	1%	6%	2	-9	-7%	-5	8%
CCOc1[nH]n(-c2ccccc2)c(=O)c1C=Nc1ccc(Cl)cc1	-1%	2%	-9%	-1%	-18%	0%	2	11	1%	-16	2%
O=C(COc1cc(Cl)c(Cl)cc1Cl)N1CCN(c2ccccn2)CC1	1%	1%	-5%	-3%	-2%	2%	-1	-31	-11%	13	-10%
Cc1ccc(S(=O)(=O)Nc2c(C(=O)O)[nH]c3ccccc23)cc1C	1%	-2%	-2%	-2%	0%	3%	4	-12	2%	4	6%
CCOc1ccc(C(=O)NC(=S)Nc2ccccn2)cc1[N+](=O)[O-]	8%	-6%	0.71µM*	-2%	-6%	0%	6	-8	u	-16	u

Outcome played no part in choosing rows (roughly 14% active in at least one column).
